MEKK2 WT-MEK5 – raises or lowers MEK5 binding to wildtype human MEKK2 PB1 domain; binding response (% of control), % at 10 µM; Q9Y2U5; AID 1531; 290,000 tested, 1.1% active; bead flow cytometry, Alexa488-MEK5 binding to MEKK2 WT; actives lie on both sides; in the data active = binding response below about 67% or above about 130%
CRFR2-BP ag – CRF-BP/CRF-R2 complex agonism | HEK293 CRF-R2/CRF-BP, calcium dye fluorescence (FLIPR); percent of saturating CRF peptide response | activation, % at 13.2 µM | 350,000 tested, 0.46% active;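 active = activation of at least 50%, plus an integration ratio under a set limit after plate pattern correction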;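 also: plate controls were neutral control wells without compound for no effect and CRF at EC100 for full effect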
GalR3 antag – human GalR3 antagonism; O60755; HEK293 GalR3-CNG cAMP membrane potential fluorescence; galR3 body fused to GalR1 C-terminus; inhibition, % at 3 µM; 360,000 tested, 0.44% active; AID 651719;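 active = inhibition above the screen-wide average plus 3 SD, cut at about 13% in these data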;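 also: forskolin and galanin both at EC90 stimulate the cells; cAMP rise reported by CNG channel membrane potential dye signal; 0% = forskolin plus galanin with DMSO and 100% = forskolin alone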
Target sequence (O60755 1-299 limits assumed): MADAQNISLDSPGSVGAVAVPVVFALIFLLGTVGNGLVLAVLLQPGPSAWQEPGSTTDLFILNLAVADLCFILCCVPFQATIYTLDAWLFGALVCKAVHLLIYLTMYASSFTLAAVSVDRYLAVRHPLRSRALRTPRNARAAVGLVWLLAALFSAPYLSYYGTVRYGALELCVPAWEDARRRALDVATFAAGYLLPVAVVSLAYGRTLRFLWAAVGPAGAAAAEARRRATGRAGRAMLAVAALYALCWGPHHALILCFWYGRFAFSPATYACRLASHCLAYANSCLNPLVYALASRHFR
CRFBP-R2 block – CRF-BP/CRF-R2 complex antagonism; HEK293 CRF-R2/CRF-BP, CRF-induced calcium fluorescence; 350,000 tested, 0.59% active; inhibition, % at 11.8 µM;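 active = inhibition of the ligand-induced calcium signal above about 50% at the single tested concentration, limit read from the data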
DNA FID counter – displaces DNA intercalator in HCV helicase counter-screen; DNA fluorescent intercalator displacement, fluorescence; inhibition, % at 7.9 µM; 290,000 tested, 0.17% active; in the data active = inhibition above about 37%;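 also: 0% = vehicle and 100% = reference compound; higher means more ethidium bromide displaced from hairpin DNA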
SUMO HTRF inh – SUMOylation inhibition; HTRF SUMOylation assay, SAE1/SAE2 + UBC9, in vitro; inhibition, % at 35 µM; 290,000 tested, 0.36% active; in the data active = inhibition above about 50%, passing the limit was not always enough; also: strong numbers were not always called active
Target sequence (P63279 whole entry, looked up): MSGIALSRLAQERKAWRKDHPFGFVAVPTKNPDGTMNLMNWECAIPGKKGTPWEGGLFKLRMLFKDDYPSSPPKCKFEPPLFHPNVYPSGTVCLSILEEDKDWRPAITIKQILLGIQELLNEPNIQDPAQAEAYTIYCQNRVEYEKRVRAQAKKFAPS
MEKK3 PB1 HTS – raises or lowers MEK5 binding to the human MEKK3 PB1 domain | Q99759 | bead-based flow cytometry, Alexa488-MEK5 binding to MEKK3; actives lie on both sides; 0 = blocked by unlabeled MEK5, 100 = vehicle | binding response (% of control), % at 10 µM | 290,000 tested, 1.4% active | AID 1529;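 active = binding response more than 3 SD above or below the average of its plate-row segment, actives on both sides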;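 also: Alexa488 bead fluorescence after subtracting the streptavidin-only scavenger bead signal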
HCV NS3 hel inh – inhibitors of Hepatitis C virus NS3 helicase; NS3 helicase DNA unwinding, Cy5 molecular beacon fluorescence; inhibition, % at 10.9 µM; 290,000 tested, 0.56% active;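 active = inhibition above the mean of all tested compounds plus 3 SD, set per campaign, cut at about 35% in these data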;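 also: 0% = DMSO wells and 100% = thioflavine S control wells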
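Assay system – hepatitis C virus NS3 helicase domain fragment enzyme · Buffer or medium – MOPS pH 6.5, MgCl2, DTT, Tween20, BSA · Reagent – Cy5/quencher beacon DNA duplex and ATP to start · Compound – single 10.9 µM dose · Timing – 1 h at 25 °C · Technique – Cy5 beacon fluorescence read at start and 1 h · Measure – % inhibition of unwinding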
MEKK2 mut-MEK5 – signal of MEK5 binding to mutant human MEKK2 PB1 domain; bead flow cytometry, Alexa488-MEK5 binding to MEKK2 mutant; percent response, % at 10 µM; 290,000 tested, 0.35% active; AID 1530; in the data active = percent response above about 24%, passing the limit was not always enough; also: inactives centre near 1; some results filed as inactive read as strong as hits; reference of the scale not given here
Starred values were filed as active, the others as inactive; nt = not tested or not shown; [ ] = dose if it differs, or a comment. A portion of the library (hit frequency here may not be typical).

structure	CRFR2-BP ag	GalR3 antag	MEKK3 PB1 HTS	DNA FID counter	MEKK2 mut-MEK5	MEKK2 WT-MEK5	SUMO HTRF inh	HCV NS3 hel inh	CRFBP-R2 block
Cc1oc2c(C)c3oc(=O)c(CCC(=O)N4CCC(C(=O)NCCC(=O)O)(c5ccccc5)CC4)c(C)c3cc2c1C	0.0	-9	101	-52	0	100	44	-22	-10
O=C(Nc1ccc(Cl)cc1Cl)c1n[nH]c(Cn2cncn2)n1	-0.4	-3	96	-8	1	103	13	3	-10
Cc1ccccc1-c1ccnc2[nH]n(-c3ccccc3)c(=O)c12	-1.4	-11	96	-9	1	98	-11	16	-4
Cc1ccc(OCCN2CCN(C(=O)CCC(=O)Nc3nnc(C(C)C)s3)CC2)cc1	0.8	-3	99	-10	3	99	-17	0	-17
Cc1ccc2c(c1)C1CN(C)CCC1N2C(=O)COc1ccccc1F (centres undefined)	-0.3	-5	102	7	3	106	-13	-6	14
COc1ccc(-c2noc(C3CCCN(C(=O)c4ccccc4OC)C3)n2)cc1OC (centres undefined)	-5.7	nt	101	-48	5	101	-11	9	16
CCOC(=O)NC1(C(F)(F)F)NC(=O)N(C2CCCCC2)C1=O (centres undefined)	-1.4	-6	91	-2	-34	-4.0*[inhibitor]	-22	-2	-2
Cc1nnc(NC(=O)c2ccc3c(c2)C(=O)N(CCC(C)C)C3=O)s1	-2.6	-4	102	-1	7	104	3	8	-35
CCOc1ccc(NC(=O)C2CCCN(C(=O)Nc3ccccc3)C2)cc1 (centres undefined)	-3.0	-3	100	-17	2	98	-1	0	-24
CCSc1nnc2n(N)c(=O)c3ccccc3n12	nt	nt	101	-2	6	102	8	2	nt
C/C(=N\NC(=O)COc1ccccc1-c1ccccc1)c1ccccn1	0.8	-4	103	-6	-6	95	-54	-7	-4
O=C1CC2(CCCCC2)Oc2ccc(OCC(=O)N3CCOCC3)cc21	-0.9	nt	103	-22	4	109	31	3	2
COc1ccc(NC(=O)c2cnn(-c3ccccc3)c2C)cc1	-0.6	2	111	-16	4	110	0	-2	-3
COc1ccc(/C=C(\C#N)C(=O)OCC(=O)NC(=O)NCCC(C)C)cc1	-1.1	-3	99	2	-5	95	-30	-8	12
CCS(=O)(=O)Nc1ccc(Cc2ccncc2)cc1	-0.6	-4	92	-2	-1	96	11	-2	14
CCOC(=O)c1c(C)[nH]c(C(=O)OCC(=O)N2CCc3ccccc32)c1C	-0.4	-2	nt	3	nt	nt	24	3	-13
NS(=O)(=O)c1ccc(NC(=O)COC(=O)COc2ccc(Cl)cc2)cc1	-0.2	-2	96	3	3	77	26	1	10
NCCNC(=O)Cn1c(=O)c2c3c(sc2n(Cc2ccccc2)c1=O)CCCC3	0.6	-14	103	2	8	116	16	-75	-18
CC1(C)CC(=O)/C(=C(\O)CCCN2C(=O)c3ccccc3C2=O)C(=NCC(=O)O)C1	2.3	15*	108	0	-2	104	12	5	5
CN(C)S(=O)(=O)Oc1cccc(C(=O)Nc2ccccc2Cl)c1	-0.1	-5	100	-10	2	101	32	-6	-31
COC(c1ccccc1)c1nnc(CCC(=O)N2CCCCCCC2)o1 (centres undefined)	-1.8	-6	97	-20	-5	91	10	-1	15
Cc1cc(N(C)C)ccc1[N+](=O)[O-]	-1.1	-1	84	-6	-7	91	1	9	8
NC(=S)N/N=C/c1coc2ccc(O)cc2c1=O	-1.2	6	105	0	4	108	0	2	-13
C/C(CC(=O)Nc1ccc(Br)cc1)=N\NC(=O)Cc1csc(N)n1	-0.9	6	88	-6	-6	95	-7	-7	8
CC1(C)NC(=O)N(CCCCOc2ccccc2[N+](=O)[O-])C1=O	nt	nt	99	-1	0	98	-2	11	nt

Structural class: the compounds so far containing a COOH group (2)
structure	CRFR2-BP ag	GalR3 antag	MEKK3 PB1 HTS	DNA FID counter	MEKK2 mut-MEK5	MEKK2 WT-MEK5	SUMO HTRF inh	HCV NS3 hel inh	CRFBP-R2 block
Cc1oc2c(C)c3oc(=O)c(CCC(=O)N4CCC(C(=O)NCCC(=O)O)(c5ccccc5)CC4)c(C)c3cc2c1C	0.0	-9	101	-52	0	100	44	-22	-10
CC1(C)CC(=O)/C(=C(\O)CCCN2C(=O)c3ccccc3C2=O)C(=NCC(=O)O)C1	2.3	15*	108	0	-2	104	12	5	5

Next part:
structure	CRFR2-BP ag	GalR3 antag	MEKK3 PB1 HTS	DNA FID counter	MEKK2 mut-MEK5	MEKK2 WT-MEK5	SUMO HTRF inh	HCV NS3 hel inh	CRFBP-R2 block
CC(=O)Nc1ccc(NC(=O)C(=O)c2cn(CC(=O)N3CCCC3)c3ccccc23)cc1	-3.0	-3	95	-27	-3	95	-2	7	7
COc1ccc(C(=O)C2CCCCC2=O)cc1 (centres undefined)	-0.3	-3	95	-2	7	108	10	-2	-7
Cc1ccc(-c2noc(CSc3nnc(CCc4ccccc4)n3-c3ccccc3)n2)cc1	3.0	-8	95	-31	1	96	-7	-7	-16
CC(=O)c1cccc(N2C(=NC(=O)C3CC3)SC3CS(=O)(=O)CC32)c1 (centres undefined)	-1.4	-9	99	-7	-1	99	8	-4	-6
CN(NS(C)(=O)=O)c1c(C#N)c(C(F)(F)F)nn1C	0.0	-8	110	-3	-1	109	18	-3	-9
CC(=O)C1=C(O)C(=O)N(Cc2ccccc2)C1c1ccccc1F (centres undefined)	3.1	-1	106	-13	5	109	28	15	-4
COCCCNc1oc(-c2cccs2)nc1S(=O)(=O)c1ccc(C)cc1	-1.4	-4	97	-25	-2	97	11	-7	5
CCOC(=O)c1oc2cccc(OCC(O)CNC(C)C)c2c1C (centres undefined)	-1.7	-11	nt	23	nt	nt	25	-13	-8
O=C(CCc1ccccc1)N/N=C/c1cccc([N+](=O)[O-])c1	1.5	6	105	2	1	105	2	0	-4
Cc1cccc(C)c1NS(=O)(=O)c1ccc(NC(=O)c2ccc(Cl)c([N+](=O)[O-])c2)cc1	1.4	-6	140*	5	1	115	11	0	-18
COc1cc(/C=N/NC(=O)c2ccncc2)c([N+](=O)[O-])cc1OC	-0.4	-10	104	-9	5	104	9	2	-5
COc1ccc(NC(=O)N2CCn3c2nc2ccccc23)cc1	0.4	-4	100	-9	-8	95	-10	1	-19
O=C(Nc1ccc([N+](=O)[O-])cn1)c1ccc(Br)o1	0.3	-5	101	-4	-2	95	-12	19	-8
COc1cccc(C(=O)NC2CCN(CC(=O)Nc3c(C)cc(C)cc3C)CC2)c1	nt	nt	100	-9	-8	97	8	4	nt
Cc1ccc(Nc2nc(N)nc(CN3CCN(C(=O)c4ccco4)CC3)n2)cc1Cl	-1.0	-4	110	-34	0	106	20	7	-46
CC(C)Cc1nc(S(=O)(=O)c2ccc(Cl)cc2)c(N2CCOCC2)o1	-2.9	nt	102	-4	2	101	1	1	-9
CCCCCCCNC(=O)CN1C(=O)CSc2ccc(S(=O)(=O)N3CCOCC3)cc21	0.5	-10	101	-50	3	103	nt	-9	-2
Cc1ccc2c(c1)cc(C)c1nnc(SCC(=O)NCc3ccco3)n12	0.2	-3	98	-19	0	98	5	3	16
Cc1ccsc1C(=O)Nc1n[nH]c(C(F)(F)F)n1	-1.0	-3	99	1	-4	100	9	-6	-6
COc1ccc(Cl)cc1NC(=O)CCS(=O)(=O)c1cc2c(cc1C)NC(=O)CO2	-0.8	nt	104	-5	9	105	9	8	7
CSc1ccccc1NC(=O)CN(C)CC(=O)Nc1ccc(Cl)cc1F	-11	-2	97	-30	-1	101	6	-3	0
O=C1NCCNC1(c1c[nH]c2ccccc12)C(F)(F)F (centres undefined)	-4.2	nt	103	4	5	109	19	-3	30
CC(C)(C)[C@H]1CCC(=O)N([C@H](CN=[N+]=[N-])Cc2ccccc2)CC1	-0.7	-3	103	-38	-2	104	2	8	2
Cc1cccc(NC(=S)NCC(c2cccnc2)N2CCOCC2)c1 (centres undefined)	32	-3	99	-4	7	98	-16	12	-70
NS(=O)(=O)c1cnccc1Nc1ccc(Cl)cc1	-1.8	4	100	1	1	100	53	6	-34
COc1ccccc1CO/N=C/c1cccn1-c1nccc(N(C)C)c1C#N	0.3	6	85	-19	-10	87	10	1	4
CCOc1ccc(NC(=O)C/C(C)=N/NC(=O)Cc2cccs2)cc1	-0.6	-9	99	-9	-1	94	6	-1	3
COC(=O)c1cc2oc(C)cc2n1CC(=O)Nc1cc(C)cc(C)c1	2.0	-3	98	-7	2	97	4	-4	-11
OC(CN1CCN(c2ncc(C(F)(F)F)cc2Cl)CC1)c1ccccc1 (centres undefined)	-0.3	6	107	-9	7	108	1	-25	-40
OCCCCCNc1ncnc2ccccc12	0.4	5	128*	1	12	111	17	4	-7
CCOC(=O)N1CCN(C(=O)C2CCN(CC3CCCCC3)CC2)CC1	0.2	2	97	-8	1	101	-22	-4	-2
O=C(CNS(=O)(=O)c1ccc(F)cc1)N1CCN(c2ccccc2)CC1	0.6	-11	100	-11	0	99	-9	-1	6
Cc1cc(=O)oc2cc(O[C@@H]3O[C@H](CO)[C@H](O)[C@H](O)[C@H]3O)ccc12	1.0	-9	101	-4	14	101	17	3	-1
COC(=O)CSC(=S)N1CCCC(C)C1 (centres undefined)	0.5	-2	82	0	-18	81	6	11	-12
O=C(N/N=C/c1cc(Br)ccc1OC(=O)c1ccc(Br)cc1)c1ccncc1	2.5	-5	99	-28	-7	91	4	-4	-10
CN(C)/C=C/C(=O)c1ccc(N2CCN(c3ncc(C(F)(F)F)cc3Cl)CC2)cc1	-3.3	-7	105	-6	11	102	18	14	38
CCOC(=O)N1CCC(NC(=O)C2CCN(S(=O)(=O)N3CCCC3)CC2)CC1	0.7	1	102	-17	5	105	-13	0	7
CN(C)S(=O)(=O)c1cccc(NC(=O)CN(CCO)CC(=O)Nc2cccc(S(=O)(=O)N(C)C)c2)c1	-0.8	-9	101	-22	8	101	18	-13	-9
CCOC(=O)c1sc(NC(=O)CSc2n[nH]c(-c3ccncc3)n2)c(C#N)c1C	-5.2	0	107	-4	6	109	10	5	70*
Cc1cccc(NC(=S)N2CCCCCC2)c1	3.5	-5	102	-1	-2	104	4	-7	-8
CCOc1cc(/C=C(\C#N)C(=O)NCC2CCCO2)ccc1O (centres undefined)	1.2	1	104	-6	-1	104	-15	5	-3
O=C1C(=O)N(Cc2cccnc2)C(c2cccc(O)c2)/C1=C(\O)c1ccc2c(c1)OCCO2 (centres undefined)	-0.7	1	98	-22	2	100	-1	3	-7
COc1ccccc1-n1nc(C)c(-c2ccccc2)c1N	3.0	-4	91	2	-13	83	-12	10	2
O=C(c1ccc(S(=O)(=O)Cc2ccccc2Cl)c([N+](=O)[O-])c1)N1CCN(c2ccccn2)CC1	0.5	-4	96	-4	-1	100	-8	-5	-1
O=C(NC1=NCCS1)c1ccccc1Cl	-0.2	-7	102	-2	7	104	10	3	-8
CS(=O)(=O)N(CC(=O)N1CCOCC1)Cc1ccccc1	0.7	-3	101	-2	4	105	-4	1	-7
O=C(CNC(=S)N(Cc1ccccc1F)C1CCCCC1)NCCCN1CCOCC1	0.2	0	119	10	0	111	7	-17	-5

Assay outcomes deposited in PubChem BioAssay by several laboratories.
